Screens: PubChem, several laboratories
HTR5A ag ctr: HTR5A agonism, opioid heterodimer counter-screen; HTR5A agonist assay, luminescence, cell-based; activation, % at 9.3 µM; 0.61% of 340,000 active; in the data active = activation mostly above about 9.5%, no sharp cut-off; inactive = mostly below about 7.6%;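 also: 0% = cells with vehicle only and 100% = reference agonist; strong numbers were not always called active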
Wnt bcat act: Wnt/beta-catenin pathway activation; AID 743398; 1.2% of 300,000 active; activation, % at 9.35 µM; Wnt/beta-catenin reporter cell assay, activator, plate reader; in the data active = activation above about 30%, passing the limit was not always enough; inconclusive = no clear call, values can overlap the other calls;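 also: 0% = neutral control wells and 100% = positive control wells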
V-ATPase pH: yeast V-ATPase proton transport regulation by pHLuorin; S. cerevisiae, pHLuorin cytosolic pH fluorescence; response, % at 10 µM; 0.37% of 350,000 active; in the data active = response mostly above about 7.3%, no sharp cut-off; inactive = mostly below about 5.4%; also: actives read high; inactives centre near 0; some compounds called inactive have numbers as strong as hits; reference of the scale not given here
MITF TRPM1 HTS: MITF TRPM1 promoter activation in melanoma cells; SK-MEL-5 TRPM1-promoter luciferase, 24 h; % of positive control, neutral wells = 0; activation, % at 12.5 µM; 0.75% of 300,000 active;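 active = mean activation of at least 80% with every replicate also reaching 80%; inconclusive = mean reaches 80% but some replicate falls short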;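 also: 0% = neutral control wells and 100% = parthenolide positive control wells; values of inactives mirror those of a sister screen read the other way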
HTR5A inv ag: HTR5A inverse agonism, opioid heterodimer counter-screen; P47898; HTR5A cell line, luminescence; inhibition, % at 9.3 µM; 0.083% of 340,000 active; in the data active = inhibition mostly above about 23%, no sharp cut-off; inactive = mostly below about 18%;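 also: 0% = cells with DMSO and 100% = no-cell wells with DMSO; some compounds called inactive have numbers as strong as hits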
dFosB activator: mouse delta FosB homodimer activation; P13346; purified delta FosB, TAMRA-CDK5 oligo fluorescence polarization; percent of positive-control signal above neutral wells; activation, % at 25 µM; 0.99% of 340,000 active;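 active = mean activation above about 17%, with every replicate also reaching it, limit read from the data, passing the limit was not always enough; inconclusive = only one of the two conditions met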;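 also: fluorescence polarization rise as delta FosB binds a TAMRA Cdk5 AP-1 oligo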
NSD2 HMT inh: NSD2 (human) methyltransferase inhibition | O96028 | NSD2 peptide methylation, AlphaScreen, 120 min | inhibition, % at 12.5 µM | 0.54% of 310,000 active | AID 743445; in the data active = inhibition above about 50%
SR-BI DiI inh: blocks mouse SR-BI lipid uptake from DiI-HDL; Q61009; ldlA[mSR-BI] CHO cells, DiI-HDL uptake fluorescence, 3 h; inhibition, % at 12.5 µM; 0.96% of 320,000 active;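 active = mean replicate inhibition of at least 70% and a set share of replicates each scoring 70 or more; inconclusive = meets just one of the two criteria; inactive = fails both criteria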;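 also: 0% = median of neutral control wells and 100% = median of positive control wells; values of inactives mirror those of a sister screen read the other way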
PvdQ acylase: blocks Pseudomonas aeruginosa PvdQ acylase activity; purified PvdQ acylase, fluorescence plate reader; inhibition, % at 10 µM; 0.063% of 340,000 active; in the data active = inhibition above about 30%, passing the limit was not always enough; inconclusive = no clear call, values can overlap the other calls;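 also: 0% = vehicle neutral wells and 100% = reference inhibitor wells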
CDK5 p35 inh: blocks human CDK5/p35 kinase activity | Recombinant CDK5/p35, ADP-Glo luminescence, 60 min | inhibition, % at 10 µM | 0.01% of 330,000 active | Q00535+Q15078;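 active = highest replicate inhibition of at least 50% and at least 75% of replicates reaching 50%; inconclusive = only one of the two criteria met; inactive = both criteria failed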;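 also: plate controls were DMSO neutral control for no effect and GW8510 at 10 µM for full effect; many of its hits are not listed in these tables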
An asterisk follows results filed as active; ? = inconclusive; . = no result given.

SMILES	HTR5A ag ctr	Wnt bcat act	V-ATPase pH	MITF TRPM1 HTS	HTR5A inv ag	dFosB activator	NSD2 HMT inh	SR-BI DiI inh	PvdQ acylase	CDK5 p35 inh
Cc1nnc(SCC(=O)NNC(=O)c2ccc(F)cc2)n1Cc1ccccc1	1	0	8	3	-3	-1	3	-5	8	-0.3
CC(=O)c1ccc(OCCCCOc2ccc(C(C)=O)cc2)cc1	3	1	-1	.	-3	1	-1	2	-7	0.6
Cc1cc(C)nc(N/N=C/c2c(CO)cnc(C)c2O)n1	-3	0	2	-25	10	-3	2	.	-9	-1.4
O=C(COc1ccccc1F)N1CCCc2ccccc21	5	0	-3	15	-14	-3	-4	3	-13	-2.4
Cc1cccc(OCC(=O)N2CCCc3ccccc32)c1	0	-1	-2	6	0	-5	-2	-20	-18	0.6
O=C(Nc1cccc2c1CCCC2)c1cc([N+](=O)[O-])ccc1Cl	3	.	9.7*	13	-8	1	0	27	-13	-3.4
CC(C)(C)C(=O)C(Oc1cccc2nonc12)n1cncn1 (centres undefined)	-3	-2	-2	4	7	-4	0	-14	2	0.3
CC1=C(C(N)=O)C(c2ccc(Cl)c(Cl)c2)n2ncnc2N1 (centres undefined)	-2	2	-2	-2	5	-5	-1	9	-8	-0.3
O=C(c1cccs1)N(Cc1cc2ccccc2[nH]c1=O)CC1CCCO1 (centres undefined)	3	0	2	-2	-7	-1	4	16	-17	-0.2
Cc1cc2c(nn1)CCc1nonc1-2	4	0	.	-2	10	1	3	-28	-9	0.9
CCOC(=O)N1CCC(NC(=O)Cn2cccc2C(=O)c2ccccc2C)CC1	2	.	1	-6	-16	-11	0	2	-6	1.8
Cc1ccc(Cn2nnc3c(=O)[nH]c(C4CCCN(S(=O)(=O)c5ccccc5F)C4)nc32)cc1 (centres undefined)	3	0	0	1	-8	?	0	.	7	0.1
CC1(c2nnc(-c3ccccc3)o2)CC(c2ccccc2)=NO1 (centres undefined)	6	18	5	7	-18	-10	.	-21	-5	1.3
O=C(c1ccccc1)N1CCN(S(=O)(=O)N2CCCCC2)CC1	-1	-3	1	-7	12	3	1	-35	3	0.0
Cc1cccc(C(=O)O[C@@H]2[C@H](Cc3ccccc3)NS(=O)(=O)[C@H]3C[C@@H]4C=C[C@]23O4)c1	-4	-2	-2	-3	3	2	.	-23	-6	-0.9
CCOC(=O)Cn1c(=O)n(Cc2ccc(OC)cc2)c(=O)c2cccnc21	2	-1	3	6	-7	2	-11	-25	-5	0.4
Cn1c(=O)c2sccc2n(Cc2ccccc2)c1=O	8	-1	1	-12	9	-1	-1	-3	-5	-1.2
CC1CCN(c2[nH]c(=S)c(C#N)c3c2CCCC3)CC1	0	.	0	0	11	-7	-4	-17	-13	-1.3
CCCCN(CC)CCNC(=O)CCC(=O)Nc1ccc2nc(N3CCN(C)CC3)cc(C)c2c1	2	7	-1	1	-6	7	6	-5	-5	-0.1
Cc1nn(C)c(N)c1C(O)(c1nccn1C)C(F)(F)F (centres undefined)	0	.	0	-7	2	-1	.	-8	-14	-0.8
C=CCNC(=O)CSc1nnc(-c2ccncc2)n1CCc1ccccc1	0	3	-1	-1	-20	-2	-1	-4	1	0.2
C/C(=N\NS(=O)(=O)c1ccc(C)cc1)c1ccc(Br)s1	-1	.	-1	-3	16	-6	1	-9	7	-1.0
CC[C@@H](C)[C@@H]1CN([C@@H](CN2CCC[C@H]2CN2C(N)=NC[C@H]2C(C)C)C(C)C)C(=N)N1CCCC1CCCC1	-3	0	2	3	10	6	.	14	-5	1.3
O=C(c1ccc(C(=O)N2CCN(c3ccccc3F)CC2)nc1)N1CCN(c2ccccc2F)CC1	-5	1	2	-2	12	-10	0	.	-8	-5.9
O=C(CS(=O)(=O)Cc1ccccc1)NCc1ccc2c(c1)OCO2	3	-6	1	6	-4	1	-10	24	-9	0.0
Cc1ccc(C(=O)Oc2cccnc2)cc1[N+](=O)[O-]	-3	-1	-3	-3	5	-10	-1	-5	11	1.0
O=C(c1ccc(S(=O)(=O)Nc2cccc(C(F)(F)F)c2)cc1)N1CCC1	5	1	1	-1	8	-3	-4	-14	-6	0.2
CCOc1cc(N2CCOCC2)c(OCC)cc1NC(=O)COc1cccc(Cl)c1	-7	-1	-2	-5	10	-5	0	75*	-6	-1.9
CCOc1ccc(NC(=O)CSc2nnc(C)n2Cc2ccccc2)cc1	2	0	-3	-4	27	-6	2	-8	-8	0.2
Cc1ccc(S(=O)(=O)NCCC(=O)N(C)Cc2cccs2)cc1	1	-5	1	10	-3	-2	0	-9	-9	1.7
CC(C)Oc1ccc(C(=O)NC(=S)Nc2ccc(Cl)c(C(=O)O)c2)cc1	-5	20	0	9	22	-7	0	.	-14	0.2
O=C(CCc1ccccc1)NNC(=O)Nc1ccccc1	-2	0	4	9	6	-2	-4	-11	-17	-1.6
Cc1ccc(NC(C)C(=O)N/N=C/c2c[nH]c3ccccc23)cc1 (centres undefined)	0	.	1	-18	1	0	4	-11	-5	-0.9
C=C(C(=O)O)C(CCCCCC)C(=O)O (centres undefined)	8	-2	-1	.	-21	-5	.	-9	-2	2.4
O=C(CN(C(=O)CCC(=O)Nc1nccs1)c1ccccc1F)NCc1ccc(F)cc1	5	-2	-1	-12	-15	5	4	.	0	-0.7
Cc1ccc(NC(=O)CCc2c(C)nn(-c3ccc(N4CCCCC4)nn3)c2C)cc1	-1	13	1	31	5	-5	1	44	-17	.
CC(C)(CNC(=O)c1cc2ccccc2o1)N1CCOCC1	-1	4	1	.	2	6	6	-5	-17	0.6
Cn1c(CCC(N)=O)nnc1SCC(=O)Nc1ccccc1C(=O)NC1CC1	-1	-2	-5	4	13	-4	1	-12	2	0.3
CC(C)c1ccc(S(=O)(=O)N2CCN(CC(=O)c3ccc(O)c(O)c3)CC2)cc1	-2	-3	-2	-10	9	3	96*	11	-6	3.1
O=C(Nc1ccc2nc3n(c(=O)c2c1)CCCCC3)c1ccccn1	7	9	-1	44	-19	-26	.	3	-12	-1.4

Retrieved one by one from above, two records:
SMILES	HTR5A ag ctr	Wnt bcat act	V-ATPase pH	MITF TRPM1 HTS	HTR5A inv ag	dFosB activator	NSD2 HMT inh	SR-BI DiI inh	PvdQ acylase	CDK5 p35 inh
Cc1ccc(S(=O)(=O)NCCC(=O)N(C)Cc2cccs2)cc1	1	-5	1	10	-3	-2	0	-9	-9	1.7
Cn1c(=O)c2sccc2n(Cc2ccccc2)c1=O	8	-1	1	-12	9	-1	-1	-3	-5	-1.2

One compound at a time, as listed above. Screens in order: HTR5A ag ctr | Wnt bcat act | V-ATPase pH | MITF TRPM1 HTS | HTR5A inv ag | dFosB activator | NSD2 HMT inh | SR-BI DiI inh | PvdQ acylase | CDK5 p35 inh
Results for O=C(c1ccccc1)N1CCN(S(=O)(=O)N2CCCCC2)CC1 = -1 | -3 | 1 | -7 | 12 | 3 | 1 | -35 | 3 | 0.0
Results for Cc1cc(C)nc(N/N=C/c2c(CO)cnc(C)c2O)n1 = -3 | 0 | 2 | -25 | 10 | -3 | 2 | . | -9 | -1.4
Results for CCOc1cc(N2CCOCC2)c(OCC)cc1NC(=O)COc1cccc(Cl)c1 = -7 | -1 | -2 | -5 | 10 | -5 | 0 | 75* | -6 | -1.9

Returning to the listing, repeating the two entries before the break.
SMILES	HTR5A ag ctr	Wnt bcat act	V-ATPase pH	MITF TRPM1 HTS	HTR5A inv ag	dFosB activator	NSD2 HMT inh	SR-BI DiI inh	PvdQ acylase	CDK5 p35 inh
CC(C)c1ccc(S(=O)(=O)N2CCN(CC(=O)c3ccc(O)c(O)c3)CC2)cc1	-2	-3	-2	-10	9	3	96*	11	-6	3.1
O=C(Nc1ccc2nc3n(c(=O)c2c1)CCCCC3)c1ccccn1	7	9	-1	44	-19	-26	.	3	-12	-1.4
O=C(NCc1cccc(F)c1)C1CCC(=O)N(C2CC2)C1 (centres undefined)	3	4	-5	-14	-29	2	-3	-22	-12	-0.5
CCOc1ccccc1Nc1nc(N)nc(CN(C)C2CCCCC2)n1	0	3	0	-2	-4	-7	-1	28	-9	-0.9
COc1ccccc1-c1oc2ccccc2c1C#CCCCCO	-3	-7	4	13	14	-7	.	29	-24	-1.7
CCOC(=O)COc1cc(N)c(Cl)cc1Cl	-2	-1	-4	-8	5	3	0	1	9	1.8
Cc1ccc(NC(=O)COC(=O)CCn2c(C)csc2=O)c([N+](=O)[O-])c1	-2	0	0	0	5	-5	2	-27	-2	1.6
Cc1cc([N+](=O)[O-])c(NCCCCCCO)c([N+](=O)[O-])c1	5	-4	-4	-11	5	-3	28	-9	-3	-0.4
N#CC1=C(N)NC(SCc2ccc(Cl)cc2)=C(C#N)C12CCCCC2	9	.	11	10	-24	-1	16	17	0	-0.9
O=C(NCCc1ccccc1)c1ccc2c(c1)OCCCO2	0	-12	3	-91	0	5	-4	-3	2	1.0
COc1cccc2cc(C(C)N(CCCN3CCOCC3)C(=S)Nc3cccc(C)c3C)oc12 (centres undefined)	4	3	0	13	-19	-18	0	.	2	-0.7
CCOc1ccc(CN(C)C(=O)c2ccc(NC(=O)CC3SC(N4CCCC4)=NC3=O)cc2)cc1 (centres undefined)	2	1	1	1	-30	-17	3	15	4	1.2
COc1cccc(CNC(=O)C2CCCN(S(=O)(=O)c3cccc4nonc34)C2)c1 (centres undefined)	-1	.	1	2	18	2	-3	5	-5	2.3
COc1ccc(CC2(CO)CCN(Cc3cc4ccccc4o3)CC2)cc1	-1	-2	-2	-4	8	-12	2	17	2	0.4
CCn1c(N2CCN(Cc3ccc([N+](=O)[O-])cc3)CC2)nc2ccccc21	4	0	1	.	-16	-5	-1	0	2	-0.7
COc1ccc(CCC(C(O)C(F)(F)F)S(=O)c2ccccc2)cc1 (centres undefined)	0	.	-3	11	-5	-14	-3	-1	-10	1.4
CCOC(=O)C1(Cc2ccc(OC)cc2)CCN(C(=O)C2CCCO2)CC1 (centres undefined)	4	-1	4	13	2	1	1	5	-14	0.4
NC(=O)CNCCC(c1ccccc1)c1ccccc1	0	-1	-2	6	-10	-3	.	0	0	0.9
NC(=O)c1cc(Cl)ccc1OCC(=O)N1CCCc2ccccc21	3	2	7	12	-13	-6	-1	3	-18	-0.6
O=C(c1cccc(F)c1)N1CCN(S(=O)(=O)Cc2ccccc2)CC1	1	2	-4	1	-2	-6	-2	-15	-7	0.3
